GPR151 ag: activators of human GPR151, primary screen, cell-based, PathHunter beta-arrestin, luminescence; G-protein coupled receptor 151 (Homo sapiens), Q8TDV0; activation, % at 11.2 µM; PathHunter beta-arrestin GPR151 cells; actives 1% (n = 650,000); in the data active means activation above about 4.9%;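 further: 0% = median of compound wells and 100% = cells with positive control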
Target sequence (Q8TDV0 whole entry, looked up): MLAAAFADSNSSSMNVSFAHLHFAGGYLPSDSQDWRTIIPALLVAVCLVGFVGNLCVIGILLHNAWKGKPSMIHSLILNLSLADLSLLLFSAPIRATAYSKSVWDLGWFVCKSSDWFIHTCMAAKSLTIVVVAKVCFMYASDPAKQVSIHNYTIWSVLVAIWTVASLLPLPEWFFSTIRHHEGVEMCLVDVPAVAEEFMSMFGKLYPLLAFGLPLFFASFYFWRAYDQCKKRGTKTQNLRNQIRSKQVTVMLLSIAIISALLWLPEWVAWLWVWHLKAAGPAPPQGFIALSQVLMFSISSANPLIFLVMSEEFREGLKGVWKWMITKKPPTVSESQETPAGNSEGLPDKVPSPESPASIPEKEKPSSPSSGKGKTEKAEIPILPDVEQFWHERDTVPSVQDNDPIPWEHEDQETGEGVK
FBW7 act: FBW7 E3 ligase activators, primary screen, biochemical, AlphaScreen, human; actives 0.13% (n = 650,000); normalized activity (activation), % at 26.1 µM; AlphaScreen FBW7–phospho-cyclin E peptide binding, activator screen; in the data active means normalized activity above about 1.9%;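 further: purified mutant Fbw7 with reduced substrate affinity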
MITF primary: MITF inhibitors, primary screen, biochemical, AlphaScreen, human; Microphthalmia-associated transcription factor (Homo sapiens), O75030; AlphaScreen MITF homodimerization, bead proximity signal; inhibition, % at 2.6 µM; actives 0.91% (n = 650,000); in the data active means inhibition above about 50%;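 further: 0% = vehicle wells with protein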
Target sequence (O75030 whole entry, looked up): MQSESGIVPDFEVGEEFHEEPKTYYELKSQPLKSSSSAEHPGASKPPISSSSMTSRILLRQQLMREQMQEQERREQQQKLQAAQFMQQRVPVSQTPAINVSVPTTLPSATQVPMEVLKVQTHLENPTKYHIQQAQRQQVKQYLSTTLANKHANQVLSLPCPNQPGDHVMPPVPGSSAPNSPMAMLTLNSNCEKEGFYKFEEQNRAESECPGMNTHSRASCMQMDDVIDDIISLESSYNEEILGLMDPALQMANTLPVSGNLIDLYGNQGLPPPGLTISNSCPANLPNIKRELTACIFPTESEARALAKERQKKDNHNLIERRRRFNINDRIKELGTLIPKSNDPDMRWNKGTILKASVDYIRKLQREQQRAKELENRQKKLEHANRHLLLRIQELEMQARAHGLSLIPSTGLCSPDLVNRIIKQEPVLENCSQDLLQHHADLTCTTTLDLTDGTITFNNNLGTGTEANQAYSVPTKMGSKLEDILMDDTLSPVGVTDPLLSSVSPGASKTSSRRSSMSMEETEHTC
TEAD-YAP block: TEAD-YAP interaction inhibition, primary screen, TEAD-YAP interaction inhibitor project, luminescence, HEK-TIYL cells; actives 1.4% (n = 640,000); TEAD-Gal4/YAP UAS-luciferase luminescence; inhibition, % at 9.12 µM; in the data active means inhibition above about 32%;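 further: 0% = median of test compound wells and 100% = reference inhibitor wells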
An asterisk follows results filed as active; . = not tested or not shown; & = joins results of further samples.

SMILES	GPR151 ag	FBW7 act	MITF primary	TEAD-YAP block
COc1ccc(NC(=O)c2cc(Cl)sc2Cl)c([N+](=O)[O-])c1	1.1	-0.1	-1	-8
c1nc(-c2nonc2NCNc2nonc2-c2ncon2)no1	-1.5	-0.1	-8	2
CCCN1CCC(N2CCN(Cc3cccc(OC)c3)C(CCO)C2)CC1 (stereo not drawn)	2.8	0.0	5	-4
O=C(CCN1C(=O)c2ccccc2S1(=O)=O)N1CCOCC1	-0.2	-0.1	-10	-6
COc1cccc(C2NC(=O)NC3=C2C(=O)OC3)c1OC (stereo not drawn)	0.0	0.6	3	-3
CSCCOC(=O)C1=C(C)NC(=O)NC1c1ccc(OC(F)(F)F)cc1 (stereo not drawn)	0.6	-0.1	3	-5
COc1ccc(Sc2ccc(C(=O)O)cc2NC(C)=O)cc1	0.9	0.2	5	-10
Cn1c(=O)c2cn(-c3cccc4ccccc34)cc2n(C)c1=O	0.5	0.1	-1	-5
CCc1ccc(NC(=O)/C(C#N)=C/c2cn(CC(=O)O)c3ccccc23)cc1	1.9	0.0	0	-4
CC(=O)C(C(=O)c1ccccc1)C1c2ccccc2S(=O)(=O)c2ccccc21 (stereo not drawn)	-0.8	-0.2	-5	-16
C[C@H]1CC2C([C@@H](O)C[C@@]3(C)C2CC[C@]3(O)C(=O)COC(=O)CCC(=O)O)[C@@]2(C)C=CC(=O)C=C12 (stereo partly drawn)	0.0	0.4	12	-1
COc1cc(OC)cc(C(=O)NC(C(=O)NCCN(C)C)C23CC4CC(CC(C4)C2)C3)c1 (stereo not drawn)	-0.9	0.1	-4	7
Cc1ccc(CNC(=O)c2ccc(CNc3c(N4CCOCC4)c(=O)c3=O)cc2)cc1	-0.9	-0.2	0	3
COc1ccccc1C1C=C(Nc2ccc(C)cc2)C(=O)N1c1ccc(C)cc1 (stereo not drawn)	0.5	-0.4	28	-1
Cc1ccc(SCC(=O)Nc2nnc(C(C)(C)C)s2)cc1	0.2	-0.1	6	-2
CC(C)(C)c1ccc(OC(=O)c2cccc(N)c2)cc1	-0.2	0.1	-2	-2
Cc1ccccc1-c1nnc(C2CCN(S(=O)(=O)c3cccc4nsnc34)CC2)o1	-1.4	0.0	0	-1
CC(/C=C/c1ccccc1)=N\Nc1ccc([N+](=O)[O-])cc1[N+](=O)[O-]	-0.9	-0.1	-18	-6
Cc1ccc(SCCC(=O)Nc2cccc([N+](=O)[O-])c2)cc1	-1.5	0.5	14	1
CCCn1c(O)c(C=Nc2ccc(Br)cc2)c(=O)[nH]c1=S	-0.1	-0.1	37	7
CC1=C(C(=O)OCC2CCCO2)C(c2cccc(O)c2)C2=C(CC(c3cccs3)CC2=O)N1 (stereo not drawn)	0.4	0.1	-1	15
O=C(NCCc1ccc(O)cc1)c1cnc(-c2csc3ccccc23)s1	-0.3	0.1	0	-6
O=C1c2cccc3cccc(c23)C(=O)N1OS(=O)(=O)c1ccc2[nH]c(=O)[nH]c2c1	0.3	-0.1	15	3
CCCOc1ccc(C(C2=C(O)CC(C)(C)CC2O)C2C(=O)CC(C)(C)CC2=O)cc1 (stereo not drawn)	-0.1	-0.8	15	6
COc1cccc(Nc2nc(-c3ccccc3F)nc3ccccc23)c1	0.1	-0.1	-5	7

Just MITF primary, for 2 of the compounds above:
SMILES	MITF primary
COc1ccc(Sc2ccc(C(=O)O)cc2NC(C)=O)cc1	5
COc1ccc(NC(=O)c2cc(Cl)sc2Cl)c([N+](=O)[O-])c1	-1

(cont.)
SMILES	GPR151 ag	FBW7 act	MITF primary	TEAD-YAP block
Cc1ccc(N(C)S(=O)(=O)c2ccc(Cl)cc2)cc1	-1.2	0.0	-5	9
Cc1cc(C=O)c(C)n1-c1cccc(F)c1	-0.9	0.0	5	7
Cc1ccc(-n2c(=O)c3oc4ccccc4c3n(CC(=O)NCC3CCCO3)c2=O)cc1 (stereo not drawn)	0.5	0.0	-3	7
CC(C)(C)NS(=O)(=O)c1ccc(-c2cn[nH]c2-c2ccc(F)cc2)cc1	0.0	-0.1	10	14
CCOC(=O)c1c(NC(=S)NC(=O)C2CC2)sc(C)c1C	2.2	0.0	9	5
CN1CCN(c2ccc(-c3cncc(C(=O)NCc4nc5ccccc5[nH]4)c3)cc2)CC1	3.5	-0.1	24	-1
COc1ccc(NC(=O)CSc2nc3c(sc(=S)n3-c3ccc(C)cc3C)c(=O)n2-c2ccccc2)c(OC)c1	1.2	-0.1	-5	4
COc1ccc(N2CCN(CCCNCc3c(C(=O)O)n(C)c4ccccc34)CC2)cc1	1.0	-0.1	-3	11
O=C(CC1SC(=Nc2ccccc2)N(c2ccccc2)C1=O)Nc1ccccc1 (stereo not drawn)	1.2	-0.2	-2	3
CCCN1CCC(N2CCCC(C(=O)OCC)C2)CCC1=O (stereo not drawn)	0.5	0.3	-15	-5
CC(C)(C)N(Cc1ccccc1)C(=O)CSc1nnc2ccccn12	1.8	0.2	7	5
COc1ccccc1NC(=O)Cc1noc2ccccc12	1.5	0.0	9	-14
CN1C(C(=O)Nc2cccc(O)c2)=CC(c2ccc(F)cc2)=NS1(=O)=O	-0.7	0.1	12	1
COC(=O)c1ccc(-c2cc(C(=O)O)c3cc4c(cc3n2)OCCO4)cc1	-0.5	0.0	14	5
Cc1cc(NC(=O)c2cnn3cccnc23)no1	1.0	0.0	12	-22
CC(C)Oc1ccc2c(=O)c3cc(C(=O)O)ccc3oc2c1	-4.4&-2.5	0.1	6&-1	.
CCOC(=O)c1c(C)n(CCOc2ccccc2OC)c2ccc(O)cc12	-0.1	-0.1	4	-5
O=S(=O)(c1cccc(S(=O)(=O)N2CCN(c3ccccc3)CC2)c1)N1CCCC1	-0.1	0.2	8	6
COc1ccc(CNC(=O)c2cc(=O)[nH]c3ccc(S(=O)(=O)N4CCCC4)cc23)cc1	-0.8	0.0	-2	-18
O=C(CN(c1ccc(Cl)cc1Cl)S(=O)(=O)c1ccccc1)Nc1ccc(Cl)cc1Cl	2.0	0.0	3	6
CC(=O)c1cccc(NC(=O)N2CCCC2)c1	1.2	-0.1	1	4
CCOc1ccc2c(c1)N(C(=O)/C=C/c1ccc(OC)cc1)C(C)(C)c1ssc(=S)c1-2	1.5	-0.7	1	4
C=CCc1cc(/C=C2\SC(=Nc3ccc(OCC)cc3)C(C(=O)OCC)=C2O)cc(OC)c1O	-0.9	-0.1	-23	1
CCC[C@@H]1NC(=O)[C@@H]2C[C@H](NC(=O)Nc3ccccc3Cl)CN2C1=O	-0.4	-0.1	2	11
Cc1ccc2nc(NC3=NCN(C(C)C)CN3)nc(C)c2c1	0.7	-0.1	-10	1

Complete entries from above. Order of screens: GPR151 ag	FBW7 act	MITF primary	TEAD-YAP block
`CC(=O)c1cccc(NC(=O)N2CCCC2)c1` in the list: 1.2	-0.1	1	4
`CN1C(C(=O)Nc2cccc(O)c2)=CC(c2ccc(F)cc2)=NS1(=O)=O` in the list: -0.7	0.1	12	1
`CCC[C@@H]1NC(=O)[C@@H]2C[C@H](NC(=O)Nc3ccccc3Cl)CN2C1=O` in the list: -0.4	-0.1	2	11

Random excerpt: two compounds from above.
SMILES	GPR151 ag	FBW7 act	MITF primary	TEAD-YAP block
COc1ccccc1NC(=O)Cc1noc2ccccc12	1.5	0.0	9	-14
COc1ccc(CNC(=O)c2cc(=O)[nH]c3ccc(S(=O)(=O)N4CCCC4)cc23)cc1	-0.8	0.0	-2	-18

The listing continues.
SMILES	GPR151 ag	FBW7 act	MITF primary	TEAD-YAP block
COc1cc(C)c(C)cc1S(=O)(=O)N1CCN(Cc2ccc3c(c2)OCO3)CC1	0.0	-0.1	11	-1
CCN(CC)S(=O)(=O)c1cccc(-c2nnc(SCC(=O)NC(C)C(C)C)o2)c1 (stereo not drawn)	0.3	0.5	-5	-4
Cc1ccc(CNC(=O)/C=C/c2ccco2)cc1	-0.3	0.2	17	-14
CC1CC1C(=O)OCC(=O)Nc1ccccc1C#N (stereo not drawn)	2.5	-0.1	3	8
CC(C)C(=O)N1c2ccccc2NC2=C(C(=O)CC(C)(C)C2)C1c1cccc(Cl)c1 (stereo not drawn)	-0.4	0.0	4	9
Cc1ccccc1NC1=NC(=S)N(c2cccc(Cl)c2)C12CCC(C(C)(C)C)CC2 (stereo not drawn)	-2.3	0.1	9	-2
CNC(=S)N1CCNC(=O)C1CC(=O)Nc1cc(Cl)ccc1C (stereo not drawn)	-1.9	-0.2	-6	-3
CN(C)C1(CNCC(=O)Nc2ccc(F)cc2)CCCCC1	-0.2	-0.1	80*	3
COc1ccc(OC)c(Nc2nnc(-c3cc4cccc(OC)c4oc3=O)s2)c1	-1.6	0.8	0	11
CCOC(=O)c1c(NC(=O)CSc2nnc(CNC(=O)COc3ccccc3)n2C)sc2c1CCCC2	0.7	0.0	-1	-6
O=C(CSc1nc(-c2ccccc2)c2ccccc2n1)N1CCOCC1	1.8	-0.1	-10	3
COCCCNC(=O)CN1Cc2ccccc2C1=O	0.7	-0.1	3	0
CC(C)c1ccc(Nc2nc(NCc3ccco3)nc(N3CCOCC3)n2)cc1	0.5	-0.1	15	-69
CCCCNC(=O)c1ccc(NC(C)=O)c(Cl)c1	-0.3	0.1	15	-5
CC12CC3CC(CO)(C1)CC(c1ccccc1)(C3)C2 (stereo not drawn)	-0.3	-0.2	1	6
CC(C)(O)[C@@H]1CC[C@](C)([C@H]2[C@@H](O)C[C@@]3(C)C4C[C@H](O[C@@H]5O[C@H](CO)[C@@H](O)[C@H](O)[C@H]5O)C5C(C)(C)[C@@H](O[C@@H]6OC[C@@H](O)[C@H](O)[C@H]6O)CC[C@@]56C[C@@]46CC[C@]23C)O1 (stereo partly drawn)	1.9	0.0	19	9
COc1ccc(C(=O)/C=C/Nc2ccc(C(=O)O)cc2)cc1OC	0.1	-0.1	-1	-5
O=C(Cc1ccc(F)cc1)c1ccc(O)c(O)c1O	-2.2	-0.7	8	-5
CCOc1ccc(C(=O)NC(=S)Nc2cccc(C(=O)O)c2)cc1[N+](=O)[O-]	-0.7	0.1	10	-2
Cc1cccc(NC(=O)c2cnn(-c3ccccc3)c2NC(=O)c2ccco2)c1	1.5	0.0	1	-16
Cc1ccc(NC(=O)CCNS(=O)(=O)c2cc(Br)cnc2N)cc1C	2.4	0.1	2	11
CCC(C)(C)NC(=O)CN(C(=O)CCC(=O)Nc1cc(C)ccn1)c1cccc(C)c1	-0.3	0.0	-2	6
COc1ccc(/C=N/NC(=O)c2cc(Br)cc(Br)c2O)cc1	2.4	0.1	-9	9
Cc1cc(F)c(F)cc1C(=O)Nc1c(F)cccc1F	0.6	-0.2	-13	-15
CCN(c1ccc2c(c1)OCO2)S(=O)(=O)c1cc(Br)cc2c1N(C(C)=O)CC2	0.8	-0.1	0	-2

The list goes on.
SMILES	GPR151 ag	FBW7 act	MITF primary	TEAD-YAP block
Cc1cc(-n2c(C)nc3ccccc3c2=O)ccc1NC(=O)Nc1cc(F)ccc1F	1.5	0.3	1	0
N/C(=N\N=C\c1ccccc1O)SC1CC(=O)N(c2ccc(C(=O)O)cc2)C1=O (stereo not drawn)	0.5	-0.1	-1	-9
CCC(C)(C)c1ccc(OCC(=O)Nc2ccc(C(=O)CC(=O)Nc3cccc(C)c3)cc2)cc1	1.9	0.2	2	7
CC(C)C(NC(=O)c1cc2ccccc2cc1O)C(=O)O (stereo not drawn)	-1.2	0.1	8	3
CC(C)[C@@H](CO)n1c(=O)[nH]c2ncc(-c3ccc(C(=O)N4CCN(C)CC4)cc3)nc21	0.0	0.1	15	-4
O=c1[nH]c(=O)n(-c2ccc(Cl)cc2)c(O)c1C=Nc1cc([N+](=O)[O-])ccc1O	0.4	0.3	4	-7
COc1ccc(C2CC(=O)C3=C(C2)Nc2ccccc2N(C(=O)C2CC2)C3c2ccc(F)cc2)cc1 (stereo not drawn)	-0.4	0.0	13	5
CCN1CCN(c2c(Cl)cccc2NC(=O)c2ccc(Br)o2)CC1	0.8&-1.1	0.0&0.0	-3&-1	9&5
CC(C)N1CCN(Cc2ccc(C#CC(C)(C)O)cc2)CC1CCO (stereo not drawn)	0.1	0.1	10	2
Cc1nnc2ccc(N/N=C/c3ccc(Br)cc3)nn12	-0.3	0.2	-6	10
O=C(Nc1ccccc1Cl)C1CC(=O)N(CCC23CC4CC(CC(C4)C2)C3)C(=Nc2ccc(Cl)cc2)S1 (stereo not drawn)	-0.4	0.2	17	11

Bioassay records from PubChem BioAssay.

Random draw from the library, and some 3.4% of all compounds hit somewhere here.
